HT1080 IDH1KD tx: qHTS for induction of synthetic lethality in tumor cells producing 2HG: qHTS for the HT-1080-IDH1KD cell line | HT-1080 IDH1 knockdown viability, ATP luminescence, 48 h | 360,000 compounds, 2% hits | Potency, µM (titrated, usually from 46.1 µM), for the others: at the highest dose activity, negative = toxicity, actives largely listed as cytotoxic | AID 686971, 2013;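 note: potency is the fitted concentration of half-maximal effect; 0% = DMSO wells and -100% = cell-free medium wells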
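% activity derives from luminescence (CellTiter-Glo), normalised to DMSO and no-cell wells. HT-1080-IDH1KD cells, 750/well, had 48 h compound exposure at 37 °C.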
HT1080NT lethal: qHTS for induction of synthetic lethality in tumor cells producing 2HG: qHTS for the HT-1080-NT fibrosarcoma cell line; AID 686970, 2013; 360,000 compounds, 1.6% hits; Potency, µM (doses to about 46.1 µM), for the others: top-dose activity, negative = less viability, usual class: cytotoxic; HT-1080-NT fibrosarcoma viability, CellTiter-Glo ATP luminescence, 48 h;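 note: NT is the 2HG producing partner of a matched IDH1 knockdown line; potency is the fitted concentration of half-maximal effect; 0% = DMSO-treated cells and -100% = media-only wells without cells; nearly all actives have a fitted effect of over 55% in size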
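Viability of the 2HG-overproducing fibrosarcoma line after 48 hours of compound exposure at 37 degrees C was determined by luminescence with CellTiter-Glo, and concentration-effect curves were then fitted and categorized.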
MCF10A rerep: A quantitative high throughput screen for small molecules that induce DNA re-replication in MCF 10a normal breast cells; MCF 10A DNA re-replication, Hoechst nuclear intensity, 48 h; Potency, µM (titrated, usually from 46.1 µM), for the others: at the top dose activity, positive = re-replication, actives largely listed as activators; 350,000 compounds, 2.9% hits; AID 624296, 2012; note: potency is the fitted concentration of half-maximal effect; % of control where 0% means no effect; nearly all actives have a fitted effect of over 50% in size
SW480 rereplic: A quantitative high throughput screen for small molecules that induce DNA re-replication in SW480 colon adenocarcinoma cells | SW480 DNA re-replication, Hoechst DNA content imaging, 48 h | Potency, µM (doses to about 46.1 µM), for inactives: at the highest dose re-replication activation, actives largely listed as activators | 340,000 compounds, 1.8% hits | AID 624297, 2012; note: potency is the fitted concentration of half-maximal effect; % of control where 0% means no effect; nearly all actives have a fitted effect of over 55% in size
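Treated cells incubate 48 hr (37 C, 5% CO2), are stained 40 min with Hoechst, and nuclear fluorescence is enumerated; a rise in nuclei with high DNA signal marks re-replication.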
KB-3-1 cytotox: qHTS assay for MDR1-selective chemotherapeutics: Primary screen using the parental adenocarcinoma cell KB-3-1. KB-3-1 viability, CellTiter-Glo ATP luminescence, 72 h. Potency, µM (top dose mostly 46.1 µM), inactives show top-dose activity change, negative = cytotoxic, most hits filed as cytotoxic. 400,000 compounds, 1.4% hits; note: potency is the fitted concentration of half-maximal effect; % is set by controls: 0 for no effect and ±100 for the full control effect; nearly all actives have a fitted effect of over 60% in size
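KB-3-1 parental drug-naive adenocarcinoma cells in DMEM/10% FBS, incubated 72 h at 37 C with pin-transferred compounds across a concentration series. Viability by CellTiter-Glo luminescence; concentration-response curves fitted after normalization.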
DRD3 agonist: qHTS of D3 Dopamine Receptor Agonist: qHTS; D(3) dopamine receptor (Homo sapiens), P35462; D3R DiscoveRx beta-arrestin cells, luminescence, 90 min; max activation, %; 410,000 compounds, 0.58% hits; AID 652048, 2013; in the data active = max activation above about 30%; note: 0% is about no effect; mostly tested at two doses, the higher about 12 µM
Target sequence (P35462 whole entry, looked up): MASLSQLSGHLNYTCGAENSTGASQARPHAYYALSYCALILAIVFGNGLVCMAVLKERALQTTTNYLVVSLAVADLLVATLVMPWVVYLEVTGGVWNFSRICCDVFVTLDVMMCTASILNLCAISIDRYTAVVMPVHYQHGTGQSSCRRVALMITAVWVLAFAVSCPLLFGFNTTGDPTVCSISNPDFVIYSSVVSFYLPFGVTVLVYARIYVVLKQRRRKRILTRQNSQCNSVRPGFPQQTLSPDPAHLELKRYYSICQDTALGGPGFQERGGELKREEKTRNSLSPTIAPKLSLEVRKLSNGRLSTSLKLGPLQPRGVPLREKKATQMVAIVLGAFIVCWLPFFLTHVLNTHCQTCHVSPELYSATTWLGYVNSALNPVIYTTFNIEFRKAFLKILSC
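Agonist mode: compounds and dopamine controls were applied to plated cells for 90 min at 37 degrees C after an overnight attachment at 1500 cells/well. Luminescent read-out followed 30 - 60 minutes at room temperature with DiscoveRx detection reagent.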
KB-V1 MDR tox: qHTS assay for MDR1-selective chemotherapeutics: Primary screen using the drug-selected MDR subline cells KB-V1 | KB-V1 MDR cells viability, CellTiter-Glo, 72 h | Potency, µM (titrated, usually from 46.1 µM), inactives show top-dose activity change, negative = cytotoxicity, most hits filed as cytotoxic | 400,000 compounds, 3.4% hits | AID 1347076, 2019; note: potency is the fitted concentration of half-maximal effect; % is set by controls: 0 for no effect and ±100 for the full control effect; nearly all actives have a fitted effect of over 60% in size
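KB-V1 cells (P-gp-expressing MDR subline of KB-3-1) in phenol-red-free DMEM with 10% FBS were exposed to library compounds over a concentration series for 72 h at 37 degrees C. Viability read by CellTiter-Glo luminescence; concentration-effect curves fitted after normalization.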
HEK293 tox: qHTS of GLP-1 Receptor Inverse Agonists: Cytotox Screen. HEK293 cAMP-luciferase reporter cells, luminescence, 24 h. Potency, µM (highest dose often 38.3 µM), without a hit: at the highest dose activity change, negative = inhibition, usual class: inhibitors. 410,000 compounds, 0.13% hits. AID 624418, 2012;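 note: loss of luciferase light is scored as toxicity; potency is the fitted concentration of half-maximal effect; % is set by controls: 0 for no effect and ±100 for the full control effect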
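A 23 nL compound transfer followed 12 hours of cell culture at 37 deg C; exposure then lasted 24 hr. Luciferase assay detection reagent was dispensed and plates read for luminescence after a 12 min room-temperature wait.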
IL-1B inflam inh: qHTS for Inhibitors of Inflammasome Signaling: IL-1-beta AlphaLISA Primary Screen. activity change, % at 57.5 µM. 360,000 compounds, 4.7% hits. THP-1 LPS/ATP IL-1B secretion, AlphaLISA, 16 h; active compounds read low; in the data active = activity change below about -50%; inconclusive = mostly about -30% to -49%; note: % is set by controls: 0 for no effect and ±100 for the full control effect
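THP-1 cells pretreated 1 hr with compounds (up to 57.5 uM final), then stimulated with LPS (250 ng/mL final) plus ATP (1.25 mM final); secreted IL-1B measured by AlphaLISA after 16 hr, decreased signal indicating inhibition.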
An asterisk follows results filed as active; [ ] = dose if it differs, or a comment. Unless noted, calls come from the whole dose curve; as a rule, active = well fitted curve in the direction sought with a large enough effect; inconclusive = small, poorly fitted or top-dose-only effect, or another doubt; inactive = no such curve, though single readings can be large; an effect the other way counts as inactive or inconclusive.

For O=C(c1ccco1)N1CCN(Cc2cccnc2)CC1 the results were HT1080 IDH1KD tx 15%, HT1080NT lethal 26%, MCF10A rerep 11%, SW480 rereplic -1%, KB-3-1 cytotox 1%, DRD3 agonist -6, KB-V1 MDR tox 21%, HEK293 tox 2% and IL-1B inflam inh 6.
For O=c1nc2ccccc2c2n1CC(CN1CCN(c3cccc(Cl)c3)CC1)N2 (stereo not given) the results were HT1080 IDH1KD tx -2%, HT1080NT lethal -11%, MCF10A rerep -7%, SW480 rereplic 7%, KB-3-1 cytotox -1%, DRD3 agonist -19, KB-V1 MDR tox 11%, HEK293 tox -8% and IL-1B inflam inh 15.
`O=C(NCCCc1ccc(F)cc1)C1CCC(=O)N(CCCN2CCCC2=O)C1` (stereo not given) gave HT1080 IDH1KD tx 0%, HT1080NT lethal -1%, MCF10A rerep 12%, SW480 rereplic 0%, KB-3-1 cytotox 7%, DRD3 agonist 2, KB-V1 MDR tox 0%, HEK293 tox 8% and IL-1B inflam inh -10.
CCc1cc(C(=O)OC)c(NC(=O)CC2Sc3ccc(C(F)(F)F)cc3NC2=O)s1 (stereo not given) was read as HT1080 IDH1KD tx 4%, HT1080NT lethal 3%, MCF10A rerep 5%, SW480 rereplic -3%, KB-3-1 cytotox 10%, DRD3 agonist 22, KB-V1 MDR tox 5%, HEK293 tox -8% and IL-1B inflam inh 15.
O=C(C1CCCCC1)N1CCN(C(=O)C2CCCCC2)CC1 was read as HT1080 IDH1KD tx -3%, HT1080NT lethal -11%, MCF10A rerep inconclusive, SW480 rereplic inconclusive, KB-3-1 cytotox -2%, DRD3 agonist -8, KB-V1 MDR tox inconclusive, HEK293 tox -15% and IL-1B inflam inh 0.
`Fc1cc(F)cc(NC(=S)N2CCN(c3ncccn3)CC2)c1` gave HT1080 IDH1KD tx -11%, HT1080NT lethal inconclusive, MCF10A rerep -3%, SW480 rereplic 3%, KB-3-1 cytotox -3%, DRD3 agonist 3, KB-V1 MDR tox inconclusive, HEK293 tox -8% and IL-1B inflam inh -19.
COc1ccc(S(=O)(=O)Nc2ccccc2C(=O)N2CCOCC2)cc1Br was read as HT1080 IDH1KD tx -1%, HT1080NT lethal 3%, MCF10A rerep -1%, SW480 rereplic 4%, DRD3 agonist -10, HEK293 tox -2% and IL-1B inflam inh 1.
For COc1ccc(CNC(=O)C(=O)c2cn(CC(=O)N3CCOCC3)c3ccccc23)cc1 the results were HT1080 IDH1KD tx 0%, HT1080NT lethal -10%, MCF10A rerep -14%, SW480 rereplic -8%, KB-3-1 cytotox -1%, DRD3 agonist 0, KB-V1 MDR tox 15%, HEK293 tox -19% and IL-1B inflam inh 10.
For O=C(c1ccc(Br)cc1)N1CCCC1 the results were HT1080 IDH1KD tx -1%, HT1080NT lethal -5%, MCF10A rerep 1%, SW480 rereplic -12%, KB-3-1 cytotox -3%, DRD3 agonist 1, KB-V1 MDR tox 19%, HEK293 tox 0% and IL-1B inflam inh 0.
Screening O=C(O)CSc1ncnc2nc[nH]c12 returned HT1080 IDH1KD tx -11%, HT1080NT lethal 0%, MCF10A rerep -3%, SW480 rereplic -2%, KB-3-1 cytotox 10%, DRD3 agonist 0, KB-V1 MDR tox 14%, HEK293 tox -9% and IL-1B inflam inh 10.
For Cc1ccccc1OCC(=O)OC(C)CN1CCN(C)CC1 (stereo not given) the results were HT1080 IDH1KD tx -3%, HT1080NT lethal 9%, MCF10A rerep 5%, SW480 rereplic 1%, KB-3-1 cytotox -1%, DRD3 agonist -5, KB-V1 MDR tox -2%, HEK293 tox 15% and IL-1B inflam inh -1.
Screening COc1cccc(-c2noc(Cn3nc(C)c([N+](=O)[O-])c3C)n2)c1 returned HT1080 IDH1KD tx 4%, HT1080NT lethal 3%, MCF10A rerep inconclusive, SW480 rereplic -2%[9.22 µM], KB-3-1 cytotox 1%, DRD3 agonist -1, KB-V1 MDR tox 0%, HEK293 tox -1% and IL-1B inflam inh -16.
O=C(CCN1C(=O)c2ccccc2C1=O)NCc1ccncc1 was read as HT1080 IDH1KD tx 7%, HT1080NT lethal 0%, MCF10A rerep 1%, SW480 rereplic 3%, KB-3-1 cytotox 1%, DRD3 agonist 4, KB-V1 MDR tox -2%, HEK293 tox 5% and IL-1B inflam inh 1.
COc1ccccc1N1C(=O)CC1(C#N)c1ccc(OCc2ccccc2)cc1 (stereo not given) was read as HT1080 IDH1KD tx -16%, HT1080NT lethal -1%, MCF10A rerep 15%, SW480 rereplic -1%, KB-3-1 cytotox -27%, DRD3 agonist -31, KB-V1 MDR tox -10%, HEK293 tox -5% and IL-1B inflam inh 5.
Screening CC(=O)Nc1ccc(NC(=O)C2CC(=O)N(c3ccc(Cl)cc3)C2)cc1 (stereo not given) returned HT1080 IDH1KD tx 5%, HT1080NT lethal 3%, MCF10A rerep 0%, SW480 rereplic -7%, KB-3-1 cytotox 24%, DRD3 agonist 0, KB-V1 MDR tox 4%, HEK293 tox -10% and IL-1B inflam inh 0.
`COc1ccccc1/C=C/C(=O)OCC(=O)NC1CCCCCCC1` gave HT1080 IDH1KD tx 8%, HT1080NT lethal 11%, MCF10A rerep 13%, SW480 rereplic -5%, KB-3-1 cytotox 6%, DRD3 agonist 4, KB-V1 MDR tox -3%, HEK293 tox -13% and IL-1B inflam inh 12.
`Cn1cnc(Sc2ncnc3nc[nH]c23)c1[N+](=O)[O-]` gave HT1080 IDH1KD tx 18µM*, HT1080NT lethal inconclusive, MCF10A rerep inconclusive, SW480 rereplic 13%, KB-3-1 cytotox inconclusive, DRD3 agonist 4, KB-V1 MDR tox inconclusive, HEK293 tox 15% and IL-1B inflam inh -5.
`CSc1nc(=O)[nH]nc1Sc1ccccc1` gave HT1080 IDH1KD tx 0%, HT1080NT lethal 4%, KB-3-1 cytotox 0%, DRD3 agonist -8, KB-V1 MDR tox 9%, HEK293 tox 3% and IL-1B inflam inh 1.
Brc1ccc(-c2nc(N/N=C/c3cccnc3)c3ccccc3n2)cc1 was read as HT1080 IDH1KD tx inconclusive, HT1080NT lethal inconclusive, MCF10A rerep 26%, SW480 rereplic -4%, KB-3-1 cytotox inconclusive, DRD3 agonist 6, KB-V1 MDR tox inconclusive, HEK293 tox 0% and IL-1B inflam inh 23.
`CCCCN(C(=O)c1ccc(-c2ccc(Cl)cc2)o1)c1c(N)n(CC(C)C)c(=O)[nH]c1=O` gave HT1080 IDH1KD tx 6%, HT1080NT lethal 7%, MCF10A rerep -3%, SW480 rereplic 9%, KB-3-1 cytotox inconclusive, DRD3 agonist -5, KB-V1 MDR tox 8%, HEK293 tox -1% and IL-1B inflam inh 42.

Ordered by heavy-atom count (low to high): part of the list above
For O=C(c1ccc(Br)cc1)N1CCCC1 the results were HT1080 IDH1KD tx -1%, HT1080NT lethal -5%, MCF10A rerep 1%, SW480 rereplic -12%, KB-3-1 cytotox -3%, DRD3 agonist 1, KB-V1 MDR tox 19%, HEK293 tox 0% and IL-1B inflam inh 0.
`COc1ccccc1/C=C/C(=O)OCC(=O)NC1CCCCCCC1` gave HT1080 IDH1KD tx 8%, HT1080NT lethal 11%, MCF10A rerep 13%, SW480 rereplic -5%, KB-3-1 cytotox 6%, DRD3 agonist 4, KB-V1 MDR tox -3%, HEK293 tox -13% and IL-1B inflam inh 12.
For O=c1nc2ccccc2c2n1CC(CN1CCN(c3cccc(Cl)c3)CC1)N2 (stereo not given) the results were HT1080 IDH1KD tx -2%, HT1080NT lethal -11%, MCF10A rerep -7%, SW480 rereplic 7%, KB-3-1 cytotox -1%, DRD3 agonist -19, KB-V1 MDR tox 11%, HEK293 tox -8% and IL-1B inflam inh 15.

Later entries.
CC1Oc2ccccc2C=C1/C=N/NC(=O)[C@@H](C)NC(=O)OC(C)(C)C (stereo not given in full) was read as HT1080 IDH1KD tx 0%, HT1080NT lethal 1%, MCF10A rerep -1%, SW480 rereplic -13%, KB-3-1 cytotox -7%, DRD3 agonist -20, KB-V1 MDR tox 4%, HEK293 tox 15% and IL-1B inflam inh inconclusive.
CCC(=O)NC(Nc1sc2c(c1C(=O)OC)CCCC2)(C(F)(F)F)C(F)(F)F was read as HT1080 IDH1KD tx -7%, HT1080NT lethal -6%, MCF10A rerep 5%, SW480 rereplic 0%, KB-3-1 cytotox 15%, DRD3 agonist 3, KB-V1 MDR tox inconclusive, HEK293 tox 0% and IL-1B inflam inh 24.
For CC(C)C(NC(=O)CNC(=O)OC(C)(C)C)C(=O)NCc1ccccc1 (stereo not given) the results were HT1080 IDH1KD tx 13%, HT1080NT lethal 6%, MCF10A rerep 4%, SW480 rereplic -4%, KB-3-1 cytotox inconclusive, DRD3 agonist 4, KB-V1 MDR tox -11%, HEK293 tox 6% and IL-1B inflam inh inconclusive.
For Nc1cc(N)nc(SCC(=O)Nc2ccc3c(c2)OCO3)n1 the results were HT1080 IDH1KD tx 12%, HT1080NT lethal -8%, MCF10A rerep 1%, SW480 rereplic -49%[inhibitor], KB-3-1 cytotox 1%, DRD3 agonist 15, KB-V1 MDR tox 1%, HEK293 tox -6% and IL-1B inflam inh -1.
CC(=O)c1cccc(NC(=O)C2CCCN(C(=O)c3cnn(-c4ccccc4)c3-n3cccc3)C2)c1 (stereo not given) was read as KB-3-1 cytotox inconclusive, DRD3 agonist 2, KB-V1 MDR tox inconclusive and HEK293 tox 1%.
